High-throughput results: PubChem, several laboratories
Scp-1 inhibitor = blocks human Scp-1 phosphatase activity; inhibition, % at 20 µM; Q9GZU7; Recombinant Scp1, phosphopeptide, malachite green phosphate absorbance; actives 0.88% (n = 340,000); AID 493091;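 active = inhibition above about 50% at 20 µM, limit read from the data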;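 also: plate controls were DMSO wells with enzyme for no effect and wells lacking enzyme for full effect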
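assay system = SCP-1 phosphatase catalytic domain, residues 76-261 | buffer or medium = 50 mM Tris acetate pH 5.5, 0.005% Tween-20, 10 mM MgCl2 | incubation = enzyme reaction 45 min at room temperature, colour 5 min, stabilisation 30 min | signal = Phosphate-binding colour reagent, absorbance read at 630 nm | measure = % inhibition at 20 µM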
MLLE-PAM2 inh = inhibitors of microRNA-mediated deadenylation, human PABP1 MLLE binding | GST-MLLE / FITC-PAM2 fluorescence polarization | inhibition, % at 20 µM | actives 0.36% (n = 360,000) | AID 588489; in the data active = inhibition above about 35%, passing the limit was not always enough;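 also: plate controls were DMSO wells with GST-MLLE for no effect and wells lacking GST-MLLE protein for full effect; some results filed as inactive read as strong as hits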
LMPTP block = blocks human LMPTP phosphatase; P24666; recombinant LMPTP-A, OMFP fluorogenic substrate, fluorescence intensity; inhibition, % at 20 µM; actives 0.22% (n = 360,000); AID 651560;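 active = compounds that cut the enzyme signal by at least half of the control window in the single-dose screen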;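 also: plate controls were DMSO wells with enzyme plus substrate for no effect and substrate without enzyme for full effect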
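Test system – LMPTP-A enzyme · Amount – LMPTP-A at 0.625 nM final in the reaction · Buffer or medium – Bis-Tris pH 6.0, DTT, detergent · Reagent – OMFP 400 µM · Doses – single 20 µM dose · Schedule – reaction 50 min, room temperature, dark · Detection – fluorescence intensity of OMFP turnover product · Evaluation – percent inhibition versus substrate-only and uninhibited controls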
CSN deneddyl inh = inhibitors of human CSN-mediated cullin deneddylation; AID 651999; Purified CSN, SCF-Nedd8-OG deneddylation, fluorescence polarization; inhibition, % at 12.5 µM; actives 0.38% (n = 360,000); Q92905;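 active = pattern-corrected inhibition above about 35%, with an unprinted fluorescence ratio check between 0.5 and 1.5, limit read from the data, passing the limit was not always enough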;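 also: 0% = enzyme with substrate and 100% = substrate without enzyme; some results filed as inactive read as strong as hits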
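Schedule: reaction 90 min, room temperature / Assay system: HEK293T-derived human Csn5 enzyme / Input: Csn5 at 0.24 nM final / Measure: inhibition of Csn5 cleavage, % / Control set: substrate-only high control, full reaction low control / Technique: fluorescence polarization of the substrate / Buffer or medium: Tris/NaCl/DTT buffer, pH 7.5 / Reagent: SCFSkp2-Nedd8OG substrate at 10 nM final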
DNMT1 block = inhibitors of human DNMT1 | P26358 | DNMT1 molecular beacon, Hinp1I cleavage, fluorescence | inhibition (reported as % activation of signal), % at 10 µM | actives 0.83% (n = 360,000); in the data active = inhibition above about 50%
Target sequence (P26358 504-1616 limits assumed): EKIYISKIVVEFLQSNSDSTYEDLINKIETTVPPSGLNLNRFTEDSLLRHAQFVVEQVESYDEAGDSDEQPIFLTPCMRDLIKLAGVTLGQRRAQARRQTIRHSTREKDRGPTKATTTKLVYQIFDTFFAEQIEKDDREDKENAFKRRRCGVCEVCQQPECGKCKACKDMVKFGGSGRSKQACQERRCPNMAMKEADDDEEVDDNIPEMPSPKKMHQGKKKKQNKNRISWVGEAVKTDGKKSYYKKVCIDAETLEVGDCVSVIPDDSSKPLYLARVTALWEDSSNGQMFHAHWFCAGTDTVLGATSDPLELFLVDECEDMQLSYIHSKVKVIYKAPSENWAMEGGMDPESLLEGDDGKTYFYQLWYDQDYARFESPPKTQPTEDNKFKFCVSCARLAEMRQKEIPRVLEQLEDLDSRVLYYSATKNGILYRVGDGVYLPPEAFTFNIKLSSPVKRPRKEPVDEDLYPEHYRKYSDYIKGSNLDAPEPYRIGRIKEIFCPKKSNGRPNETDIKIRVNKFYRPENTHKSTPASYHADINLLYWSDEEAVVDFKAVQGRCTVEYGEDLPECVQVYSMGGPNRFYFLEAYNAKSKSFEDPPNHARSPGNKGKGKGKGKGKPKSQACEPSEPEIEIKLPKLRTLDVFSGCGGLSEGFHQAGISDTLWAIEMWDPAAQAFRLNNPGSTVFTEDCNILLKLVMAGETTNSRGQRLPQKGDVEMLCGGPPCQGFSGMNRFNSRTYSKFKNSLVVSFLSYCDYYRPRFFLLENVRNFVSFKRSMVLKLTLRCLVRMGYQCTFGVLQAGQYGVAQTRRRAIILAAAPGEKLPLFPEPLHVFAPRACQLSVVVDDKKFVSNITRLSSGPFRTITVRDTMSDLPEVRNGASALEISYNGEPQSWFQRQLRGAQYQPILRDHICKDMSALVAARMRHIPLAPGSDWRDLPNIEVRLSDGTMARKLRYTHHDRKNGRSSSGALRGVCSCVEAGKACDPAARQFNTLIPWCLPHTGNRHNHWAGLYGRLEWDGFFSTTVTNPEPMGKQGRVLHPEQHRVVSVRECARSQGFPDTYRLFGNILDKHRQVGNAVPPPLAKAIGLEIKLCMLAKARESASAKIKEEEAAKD
Tb MetRS inh = Trypanosoma brucei MetRS inhibition | purified T. brucei MetRS, ATP depletion, Kinase-Glo luminescence | inhibition, % at 11.9 µM | actives 0.4% (n = 360,000);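 active = inhibition above a per-plate cutoff of the control wells' mean inhibition plus 3 SD, cut at about 5.5% in these data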;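 also: 0% = DMSO wells median and 100% = median of wells with control inhibitor compound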
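technique = Kinase-Glo luminescence, ATP depletion format | system = purified MetRS (methionyl-tRNA synthetase) enzyme from Trypanosoma brucei | timing = 15 min preincubation, 2 h reaction, all 25 °C | evaluation = percent inhibition versus plate control medians | dosing = single dose, 11.9 µM final nominal, 0.9% final DMSO | also added = substrates ATP, L-methionine and bulk Escherichia coli tRNA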
NadD block = inhibitors of Staphylococcus aureus NadD. inhibition, % at 20 µM. actives 0.78% (n = 360,000). purified NadD enzyme, colorimetric absorbance read-out. AID 602399; in the data active = inhibition above about 26%; also: some compounds past the cut are filed as inactive
Rpn11 inh = Rpn11 (human) deubiquitinase inhibition; actives 0.59% (n = 360,000); O00487; human 26S proteasome, Ub4-pepOG fluorescence polarization; 20S core pre-blocked with epoxomicin; calls only at 20 µM; AID 588493;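 active = inhibition at 20 µM, scaled to each plate's controls, above about 33%, limit read from the data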
STEP inh = STEP (human) phosphatase inhibition; inhibition, % at 20 µM; actives 0.25% (n = 360,000); P54829; recombinant STEP, OMFP fluorogenic substrate, fluorescence; AID 588621;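 active = inhibition at 20 µM, scaled per plate between control wells, above about 37%, limit read from the data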;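 also: 0% = DMSO with enzyme and substrate and 100% = substrate only without enzyme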
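Test system: STEP tyrosine phosphatase / Reagent: OMFP at 25 µM / Doses: 20 µM, 1% DMSO / Read-out: percent inhibition scaled to no-enzyme and uninhibited-enzyme controls, plate-pattern corrected / Detection: FITC-channel fluorescence of OMFP product / Medium: Bis-Tris buffer pH 6.0, 2.5 mM DTT, 0.005% Tween 20 / Schedule: 20 min at room temperature, dark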
SUMO1-SIM PPI = SUMO1-SIM interaction modulation; inhibition, % at 20 µM; SUMO1 binding to a labelled peptide, TR-FRET, 1 h; actives 0.33% (n = 360,000); in the data active = inhibition above about 37%
* hit, by the source's call; i = inactive; nt = not tested or not shown; + = active, no number.

SMILES | Scp-1 inhibitor | MLLE-PAM2 inh | LMPTP block | CSN deneddyl inh | DNMT1 block | Tb MetRS inh | NadD block | Rpn11 inh | STEP inh | SUMO1-SIM PPI
CC(C)NC(=O)/C(=C/c1cn(-c2ccccc2)nc1-c1cccc([N+](=O)[O-])c1)NC(=O)c1ccccc1 | -11 | 6 | -2.1 | -1 | -3 | 0.2 | 2 | i | 5 | -15
CCOC(=O)c1c(NC(=O)COC(=O)Cn2c(C)nc3ccccc32)sc2c1CCCC2 | 5 | 6 | 27 | 43* | 65* | 0.0 | 2 | i | 10 | -9
CCOC(=O)C1(CCOC)CCN(Cc2ccc(C3CCCCO3)s2)CC1 (stereo not drawn) | 2 | -1 | 0.4 | -1 | 0 | -0.1 | 1 | i | 2 | 2
Cc1cc(SCc2ccc(C(F)(F)F)cc2)nc(=O)[nH]1 | -9 | -8 | 0.0 | 2 | 0 | 0.6 | 0 | i | 1 | 0
CCOC(=O)c1c(N)sc(C(=O)N(C)C)c1C | -6 | 8 | -1.0 | -4 | 0 | -0.4 | 3 | i | -3 | 1
O=C(CSc1nnc(CNc2ccc(F)cc2)n1-c1ccccc1)N1CCOCC1 | -2 | 9 | -3.6 | -3 | -1 | -0.2 | 8 | i | 6 | -1
CCOc1ncccc1C(=O)N1CCCSC1=Nc1ccccc1OC | -2 | 12 | -1.7 | -3 | 3 | -1.3 | 0 | i | -2 | 0
C=CCn1c(SCC(=O)Nc2ccccc2F)nnc1C(C)NC(=O)c1ccccc1F (stereo not drawn) | -5 | 6 | -1.0 | 3 | 0 | 0.4 | -1 | i | -2 | 1
CC(C)(C)OC(=O)N1CCC(C(=O)Nc2ccc(C(=O)N3CCCC3)cc2)CC1 | -8 | 0 | 0.6 | -4 | 1 | -1.1 | 12 | i | -1 | 4
Cn1cc(CN2CCN(CCc3ccccc3)C(CCO)C2)cn1 (stereo not drawn) | -9 | -7 | -2.5 | 0 | 3 | -0.3 | -4 | i | -3 | -2
CC(=O)N1CCc2cc(S(=O)(=O)CCC(=O)Nc3cc(C)cc(C)c3)ccc21 | 1 | 4 | -2.5 | 7 | 2 | 0.4 | -1 | i | -2 | -2
CS(=O)(=O)N(Cc1ccccc1)c1ccc(C(=O)N2CCc3ccccc3C2)cc1 | -8 | 3 | 0.0 | 1 | -2 | 0.0 | -6 | i | 2 | -2
O=C(Nc1nc2ccc(S(=O)(=O)N3CCCCC3)cc2s1)c1cccnc1 | 2 | -30 | 2.0 | 2 | -3 | -0.8 | 3 | + | 0 | -1
COc1cccc(CN2CCSCC2)c1 | -9 | -6 | -1.8 | 0 | 2 | -0.3 | 7 | i | -1 | -6
Cc1cccn2c(CN3CCSCC3)c(C(=O)N3CCOCC3)nc12 | -10 | -20 | -1.2 | 2 | 3 | -0.6 | -1 | i | -2 | -7
CCCn1c(N)c(CC)c(=O)[nH]c1=O | 44 | 5 | -1.3 | -1 | -1 | -0.9 | 1 | i | -1 | 2
O=C(C1CCCN1S(=O)(=O)c1ccc(Cl)cc1)N1CCOCC1 (stereo not drawn) | -6 | 2 | -2.7 | -6 | 3 | -0.7 | -3 | i | -3 | 4
O=C(NCCN1CCC(n2c(=O)[nH]c3ccccc32)CC1)c1cccc2c1-c1ccccc1C2=O | nt | nt | 13 | 49* | nt | -0.7 | 14 | nt | nt | 55*
CCOc1ccc(N2CC(C(=O)Oc3ccccc3)CC2=O)cc1 (stereo not drawn) | -5 | -1 | -0.9 | 0 | -15 | -0.5 | 4 | i | -2 | 3
COC(=O)CCC(=O)Nc1ccc(S(=O)(=O)N2CCc3ccccc32)cc1 | -7 | -3 | 0.5 | 3 | -19 | -1.6 | -7 | i | -3 | 1
COc1cc(C(=O)c2c(C)c(CCC#N)n3ccccc23)cc(OC)c1OC | -4 | -3 | 0.3 | -15 | 3 | -0.3 | 4 | i | -1 | 0
COc1ccc(Cc2nc3ccc(C(=O)NCCc4ncccc4C)cc3o2)cc1OC | nt | 9 | -0.9 | -4 | 5 | -0.1 | -2 | i | -1 | -4
COc1ccc2nc(SCc3cccc(C)c3)nc(C)c2c1 | 1 | -6 | 2.8 | 2 | -9 | -0.8 | 3 | i | 2 | -2
CCn1nc(C)cc1C(=O)N1CCCC(N(C)CCc2ccc(OC)c(OC)c2)C1 (stereo not drawn) | 0 | -3 | 0.0 | 0 | -1 | -0.7 | -7 | i | 2 | -5
O=C(NCc1ccncc1)c1cccc(NS(=O)(=O)c2ccc(F)c(F)c2)c1 | -3 | -10 | 0.3 | 5 | 2 | 0.0 | 2 | i | 2 | 3

Additional records:
SMILES | Scp-1 inhibitor | MLLE-PAM2 inh | LMPTP block | CSN deneddyl inh | DNMT1 block | Tb MetRS inh | NadD block | Rpn11 inh | STEP inh | SUMO1-SIM PPI
CCN(CC)S(=O)(=O)c1ccc(NC(=S)NC(=O)C2CCC2)cc1 | -5 | 13 | 0.1 | 0 | 2 | -0.1 | -7 | i | 2 | 3
CCOC(=O)c1cnc(SC)nc1Oc1cccc(NS(=O)(=O)c2ccc(C)cc2)c1 | 1 | 7 | 2.1 | 1 | -1 | 0.2 | 9 | i | 2 | -1
COc1ccc(CCC(C)N(C)Cc2ccccc2)cc1 (stereo not drawn) | -4 | -2 | -2.6 | 5 | 0 | -0.8 | -10 | i | -6 | 7
Cc1nn(C(=O)c2cccnc2)c(C)c1Sc1ccccc1 | -1 | 4 | -1.0 | -4 | 2 | 0.1 | -5 | i | 1 | 2
O=C(c1cccs1)c1coc2ccc(O)c(CN(CCO)CCO)c12 | -6 | -11 | -0.6 | -1 | 0 | -0.6 | 6 | i | 4 | 3
COC(=O)c1ccccc1NC(=O)C1CCCN(c2nnc(-n3cccc3)s2)C1 (stereo not drawn) | -3 | -31 | 3.0 | 1 | 5 | -0.3 | 3 | i | 4 | 12
O=C(Cc1ccccc1)Nc1ccc(Cl)cn1 | 4 | 11 | -2.6 | -2 | 2 | -0.6 | 1 | i | -1 | 6
Cc1ccc(C)c(OCC(=O)Nc2ccccc2C(=O)N2CCN(C)CC2)c1 | 1 | 1 | 1.1 | 3 | 2 | -0.4 | -8 | i | -1 | 1
CCN(CC)C(=O)c1[nH]cnc1C(=O)N[C@@H](CC(C)C)C(=O)OCc1ccccc1 | 9 | 20 | -1.3 | -1 | 0 | -0.3 | -1 | i | -2 | -3
CC(/C=N/n1c(-c2cc(C)[nH]n2)n[nH]c1=S)=C\c1ccco1 | -3 | -9 | 0.0 | 11 | 27 | -0.8 | 7 | i | 9 | -2
CCOc1ccc(/C=C2\SC(=O)N(CCNC(=O)CN3C(=O)NC4(CCCC4)C3=O)C2=O)cc1OC | -9 | 6 | -0.7 | 4 | 0 | -0.3 | 1 | i | -1 | -41
CC(C)OCCCn1c(=O)c2ccccc2n2c(CCC(=O)O)nnc12 | 4 | 24 | -0.6 | 0 | -1 | -1.1 | -5 | i | -1 | 4
COc1ccccc1Nc1ncc(C(=O)Nc2ccc(OC)c(OC)c2)c2ccccc12 | 0 | -9 | 0.0 | -2 | 1 | -1.3 | 4 | i | -1 | 1
O=C(NC(c1ccc(F)cc1)c1ccc2ccccc2n1)C1CCN(CCOc2ccc(Cl)cc2)CC1 (stereo not drawn) | nt | 21 | 3.9 | 1 | -20 | 0.3 | 2 | i | 5 | -6
CC(=O)Nc1ccc(S(=O)(=O)Nc2ccc3c(c2)OCCO3)cc1Cl | -7 | -14 | -0.1 | 1 | -4 | -0.5 | -6 | i | -3 | -1
Cc1ccc(NC(=O)c2cnn(-c3ccccc3)c2NC(=O)c2ccco2)cc1 | -7 | -6 | -0.6 | 2 | -2 | -0.9 | -5 | i | 2 | 2
CCOc1ccc(NC(=O)Cn2cc(C(=O)CC)c3ccccc32)cc1 | -10 | -7 | -1.5 | 6 | -2 | 0.2 | -7 | i | 1 | 2
N#CC[C@H](Cc1ccccc1)N1CCN(CCc2ccccc2)CCC1=O | -9 | 14 | -0.6 | -2 | 1 | 0.0 | 1 | i | -2 | -8
O=C(O)C1CCN(C(=O)CSc2nc3ccccc3s2)CC1 | 1 | 31 | 1.2 | -3 | 4 | -0.7 | -2 | i | -1 | -2
CC[C@H]1CCCCc2ccccc2[C@@H](C(=O)C[C@@H](O)CC(C)=O)OC1=O | -8 | 2 | 1.9 | 0 | -28 | -0.1 | 9 | i | 1 | 5
COc1ccc(N2CC(NC(=O)c3ccc4ccccc4c3)CC2=O)cc1OC (stereo not drawn) | -9 | -2 | -0.7 | 0 | 0 | -0.2 | -4 | i | 1 | -7
Cc1cccc(Oc2ncnc3onc(C)c23)c1 | -2 | 18 | -2.3 | 2 | 0 | -0.4 | 4 | i | 4 | -4
CC1(C)C2CC[C@]3(C)C(CC=C4[C@@H]5C[C@](C)(CO)CC[C@]5(C(=O)O)CC[C@]43C)[C@@]2(C)CC[C@@H]1O (stereo partly drawn) | 1 | 0 | -0.9 | -4 | 1 | -0.3 | 0 | i | 0 | 7
Cc1nc2c(C#N)cnn2c2c1CCN(Cc1ccccc1)N2C | -11 | 10 | -2.1 | -2 | 4 | -0.4 | 0 | i | -1 | -4
COC(=O)CSc1nnc(-c2ccc(S(=O)(=O)N3CCCCC3)cc2)o1 | 0 | -15 | -1.4 | 1 | 2 | -0.3 | 0 | i | -3 | 4
CCc1ccc(C(C(=O)NC2CCCCC2)N(C(=O)c2csnn2)C2CC2)cc1 (stereo not drawn) | -4 | 5 | -0.1 | 1 | 1 | 0.2 | 9 | i | 0 | -3

An excerpt from above in order of number of heavy atoms, lowest first.
SMILES | Scp-1 inhibitor | MLLE-PAM2 inh | LMPTP block | CSN deneddyl inh | DNMT1 block | Tb MetRS inh | NadD block | Rpn11 inh | STEP inh | SUMO1-SIM PPI
CC(C)OCCCn1c(=O)c2ccccc2n2c(CCC(=O)O)nnc12 | 4 | 24 | -0.6 | 0 | -1 | -1.1 | -5 | i | -1 | 4
COc1ccc(N2CC(NC(=O)c3ccc4ccccc4c3)CC2=O)cc1OC (stereo not drawn) | -9 | -2 | -0.7 | 0 | 0 | -0.2 | -4 | i | 1 | -7
COc1ccccc1Nc1ncc(C(=O)Nc2ccc(OC)c(OC)c2)c2ccccc12 | 0 | -9 | 0.0 | -2 | 1 | -1.3 | 4 | i | -1 | 1
